PTHR1 agonist = agonists of human PTHR1 parathyroid hormone receptor; Potency, µM (series often up to 115 µM), without a hit: at the highest dose activation, usual class: activators; AID 743266; HEK293 GP2 PTHR1 cells, GloSensor cAMP luminescence, 1 h; 410,000 compounds, 0.075% hits; note: potency is the fitted concentration of half-maximal effect; nearly all actives have a fitted effect of over 55% in size; some results filed as inactive show a strong effect at the top dose; inactives centre near -15; many of its hits are not listed in these tables
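HEK-293-derived GP2 cells expressing PTHR1 and a GloSensor cAMP reporter, 3,000/well, plated overnight, given luciferin plus IBMX (each 0.5 mM as added) for 1 h at 37 °C, then compound for 1 h at 37 °C. Luminescence was read after 15 min at room temperature.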
GLP-1R agonist = GLP-1 receptor (human) agonism; P43220; HEK293 GLP-1R CRE-luciferase, luminescence, 4-6 h; cells express a hypersensitive GLP-1R form; Potency, µM (titrated, usually from 45.6 µM), for the others: at the highest dose activation, actives largely listed as activators; 380,000 compounds, 0.007% hits; AID 624172; note: potency is the fitted concentration of half-maximal effect; % of control where 0% means no effect
Target sequence (P43220 whole entry, looked up): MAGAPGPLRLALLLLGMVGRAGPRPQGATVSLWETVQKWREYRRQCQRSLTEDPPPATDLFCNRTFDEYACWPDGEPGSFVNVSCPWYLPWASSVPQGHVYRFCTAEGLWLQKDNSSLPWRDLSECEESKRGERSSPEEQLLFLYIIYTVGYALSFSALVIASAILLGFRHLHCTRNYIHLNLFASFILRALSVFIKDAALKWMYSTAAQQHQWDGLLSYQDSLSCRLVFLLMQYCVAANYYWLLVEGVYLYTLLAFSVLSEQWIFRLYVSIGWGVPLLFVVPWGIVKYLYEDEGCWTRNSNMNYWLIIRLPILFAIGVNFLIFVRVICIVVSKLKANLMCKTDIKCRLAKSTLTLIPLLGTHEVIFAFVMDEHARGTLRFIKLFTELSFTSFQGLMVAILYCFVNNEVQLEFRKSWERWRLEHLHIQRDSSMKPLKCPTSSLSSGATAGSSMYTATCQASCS
PI5P4Ka inh = inhibitors of human PI5P4K alpha; PI5P4Kalpha enzyme, ADP-Glo luminescence, 60 min; stronger effect = lower value; 330,000 compounds, 1.2% hits; max response, %; active = max response of -50% or lower; inconclusive = between -30% and -50%; inactive = -30% or higher; note: value at the top dose of about 77 µM; % is set by controls: 0 for no effect and ±100 for the full control effect
Target sequence (P48426 whole entry, looked up): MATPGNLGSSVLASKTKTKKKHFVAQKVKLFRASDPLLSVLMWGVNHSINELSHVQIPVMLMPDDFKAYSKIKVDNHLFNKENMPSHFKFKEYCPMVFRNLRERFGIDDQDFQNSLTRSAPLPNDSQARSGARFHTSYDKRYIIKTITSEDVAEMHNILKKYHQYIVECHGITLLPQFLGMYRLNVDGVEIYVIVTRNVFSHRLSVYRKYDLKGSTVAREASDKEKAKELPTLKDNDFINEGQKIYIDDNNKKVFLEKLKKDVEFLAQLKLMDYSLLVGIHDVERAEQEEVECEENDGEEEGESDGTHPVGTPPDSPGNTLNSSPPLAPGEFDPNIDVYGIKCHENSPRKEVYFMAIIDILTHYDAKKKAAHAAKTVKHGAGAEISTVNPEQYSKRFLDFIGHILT
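Reactions run in 0.038 M HEPES pH 7.4, 0.28 mM EGTA, 0.1% CHAPS and 5% DMSO, with PI5P4Kalpha, substrate, compound and 5 microM ATP final, one hour at room temperature. Readout is ADP-Glo luminescence.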
PLK1 PBD block = PLK1 (human) polo-box domain binding inhibition. Potency, µM, for inactives: max response, negative = inhibition, most hits filed as inhibitors. AID 720504. P53350. 360,000 compounds, 2.8% hits. Plk1 PBD binding of FITC phosphopeptide, fluorescence polarization; note: potency is the fitted concentration of half-maximal effect; series mostly up to about 57 µM; % is set by controls: 0 for no effect and ±100 for the full control effect; nearly all actives have a fitted effect of over 65% in size
GLP1R cytotox = cytotoxic in the GLP-1 receptor inverse agonist counter-screen; HEK293 cAMP-luciferase reporter cells, luminescence, 24 h; Potency, µM (doses to about 38.3 µM), for inactives: top-dose activity change, negative = inhibition, actives largely listed as inhibitors; 410,000 compounds, 0.13% hits; AID 624418;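 note: loss of luciferase light is scored as toxicity; potency is the fitted concentration of half-maximal effect; % is set by controls: 0 for no effect and ±100 for the full control effect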
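Seeding density was 200 cells/uL; after overnight-length (12 h) culture, 23 nL compounds went on for 24 h at 37 °C. Readout used a luciferase detection reagent, luminescence taken after 12 min at room temperature.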
EPAC1 ag = activates human EPAC1 exchange factor; Potency, µM (highest dose often 154 µM), inactives show top-dose activation, hits mostly activators; O95398; AID 720707; EPAC1 agonist qHTS, biochemical assay; response scale: 100% = response to 6.5 mM cAMP; 360,000 compounds, 0.073% hits; note: potency is the fitted concentration of half-maximal effect; nearly all actives have a fitted effect of over 60% in size
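Normalized to 6.5 mM cAMP, activity reflects EPAC1-catalysed release of BODIPY-GDP from Rap1B, followed kinetically over 30 min at 480 nm excitation, 540 nm emission. Reaction contained 100 nM EPAC1, 250 nM Rap1B-BODIPY-GDP, 50 uM GDP.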
EPAC1 antagonist = antagonists of human EPAC1; O95398; EPAC1 GEF assay, Rap1b-BODIPY-GDP exchange fluorescence; Potency, µM (series often up to 115 µM), for inactives: at the top dose activity change, negative = inhibition, hits mostly inhibitors; 360,000 compounds, 0.14% hits; AID 720709;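 note: potency is the fitted concentration of half-maximal effect; plate controls were vehicle for no effect and positive control for full effect; nearly all actives have a fitted effect of over 50% in size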
GLP-1R inv ag = inverse agonists of human GLP-1 receptor; P43220; HEK293 GLP-1R CRE-luciferase, luminescence, 24 h; GLP-1R form is constitutively active; Potency, µM (series often up to 38.3 µM), for the others: at the top dose activity change, negative = inhibition, actives largely listed as inhibitors; 410,000 compounds, 1.6% hits; AID 624417; note: potency is the fitted concentration of half-maximal effect; % is set by controls: 0 for no effect and ±100 for the full control effect; nearly all actives have a fitted effect of over 55% in size
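Inverse agonism was detected as reduced cAMP-driven luciferase luminescence after 24 h compound treatment. The cells were HEK293 clones expressing constitutively active human GLP-1R with the reporter. Reporter-only and GPR119 cell lines served as counterscreen controls.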
IL-2 act = IL-2 activation; 360,000 compounds, 0.065% hits; activation, % (series mostly up to about 46 µM); AID 652025; IL-2 activation reporter assay, cell-based qHTS; stimulated with anti-CD3/CD4/CD28 beads; in transgenic mouse T cells; in the data active = activation above about 50%; inconclusive = mostly about 30% to 49%; note: 0% is about no effect
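Screening format: compound pinned onto unstimulated transgenic mouse T cells, 60 min incubation, then anti-CD3/anti-CD4/anti-CD28 bead stimulation for 18 hours at 37 degrees C, followed by EGFP and DsRed detection.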
An asterisk follows results filed as active; i = inactive; u = inconclusive; x = not tested or not shown; [ ] = dose if it differs, or a comment. Unless noted, calls come from the whole dose curve; as a rule, active = well fitted curve in the direction sought with a large enough effect; inconclusive = small, poorly fitted or top-dose-only effect, or another doubt; inactive = no such curve, though single readings can be large; an effect the other way counts as inactive or inconclusive.

Abbreviations – A = PTHR1 agonist; B = GLP-1R agonist; C = PI5P4Ka inh; D = PLK1 PBD block; E = GLP1R cytotox; F = EPAC1 ag; G = EPAC1 antagonist; H = GLP-1R inv ag; I = IL-2 act
mol: NNC(=O)c1cccc(COCC(F)(F)C(F)F)c1
  A = i | B = -1% | C = 0 | D = -6% | E = -1% | F = 12% | G = u | H = 12% | I = 0.1
mol: COc1ccc(/C=N/NC(=O)CSCc2ccc([N+](=O)[O-])cc2)cc1OC
  A = i | B = 13% | C = 1 | D = 2% | E = -11% | F = 1% | G = -7% | H = -2% | I = -1.0
mol: CCN1CCN(CC(O)COCc2cc(OC)c(OC)c(OC)c2)CC1 (configuration not stated)
  A = i | B = 0% | C = -3 | D = -14% | E = -6% | F = 5% | G = 0% | H = -9% | I = -3.6
mol: CC(C)CCNC(=O)CCCC1=NS(=O)(=O)c2ccccc2N1
  A = i | B = 0% | C = 3 | D = 6% | E = -14% | F = -3% | G = 1% | H = -21% | I = -0.7
mol: CCOc1ccc2nc(NC(=O)CSc3nc4ccccc4c(=O)n3Cc3ccco3)sc2c1
  A = -18%[57.5 µM] | B = -5% | C = -2 | D = 3% | E = u | F = 3% | G = -8% | H = u | I = -2.2
mol: CCOC(=O)C1=Nc2ccccc2C1=[N+]=[N-]
  A = -21% | B = -22% | C = -11 | D = -10% | E = u | F = 4% | G = -2% | H = 0% | I = -5.6
mol: CC(OC(=O)Cc1n[nH]c(=O)c2ccccc12)C(=O)Nc1cc(Cl)cc(Cl)c1 (configuration not stated)
  A = i | B = 16% | C = 3 | D = 6% | E = -6% | F = -7% | G = -10% | H = u | I = -0.7
mol: COc1ccc(C(C)=O)cc1CSc1nc2cc(C(=O)O)ccc2c(=O)n1Cc1ccccc1
  A = i | B = -1% | C = -60* | D = u | E = 16% | F = 3% | G = -29% | H = 18% | I = 1.6
mol: CCOc1nc(NCCO)nc(NCCC2=CCCCC2)n1
  A = -6%[57.5 µM] | B = 11% | C = 8 | D = -19% | E = -21% | F = 0% | G = -6% | H = u | I = 0.0
mol: C=CCOc1ccc(/C=C\c2nc(O)c([N+](=O)[O-])c(=O)[nH]2)cc1OC
  A = -95%[inhibitor] | B = -2% | C = u | D = -16% | E = -26% | F = 18% | G = -9% | H = -2% | I = -0.3
mol: OCC1CCN(Cc2nc(Cc3ccccc3Cl)no2)CC1
  A = -13% | B = 11% | C = -1 | D = -10% | E = -5% | F = 5% | G = 5% | H = 1% | I = -4.5
mol: CCc1ccc(NS(=O)(=O)c2ccc3[nH]cc(C(=O)N4CCCCC4)c(=O)c3c2)cc1
  A = -24% | B = 27% | C = 2 | D = -3% | E = 19% | F = 3% | G = -1% | H = 15% | I = -2.8
mol: COc1ccc(OC)c(/C=N/NC(=O)c2cc3c(OC)cccc3[nH]2)c1
  A = -24% | B = 12% | C = -1 | D = -2% | E = 2% | F = 11% | G = -14% | H = u | I = -2.3
mol: COC(=O)[C@]12CCCCC=C1N(CCc1ccc(OC)c(OC)c1)C(=O)[C@H](CC(=O)N1CCCCC1)C2
  A = i | B = x | C = 5 | D = -4% | E = -27% | F = -2% | G = -7% | H = -22% | I = -0.5
mol: NC(=O)NC(CC(=O)NNC(=O)c1ccccn1)c1ccc(Cl)cc1 (configuration not stated)
  A = i | B = 13% | C = 4 | D = 3% | E = -11% | F = -11% | G = -4% | H = -7% | I = 1.1

Single records (already shown):
OCC1CCN(Cc2nc(Cc3ccccc3Cl)no2)CC1 in the list: PTHR1 agonist = -13%; GLP-1R agonist = 11%; PI5P4Ka inh = -1; PLK1 PBD block = -10%; GLP1R cytotox = -5%; EPAC1 ag = 5%; EPAC1 antagonist = 5%; GLP-1R inv ag = 1%; IL-2 act = -4.5
CC(C)CCNC(=O)CCCC1=NS(=O)(=O)c2ccccc2N1 in the list: PTHR1 agonist = i; GLP-1R agonist = 0%; PI5P4Ka inh = 3; PLK1 PBD block = 6%; GLP1R cytotox = -14%; EPAC1 ag = -3%; EPAC1 antagonist = 1%; GLP-1R inv ag = -21%; IL-2 act = -0.7

(list continues)
Abbreviations – A = PTHR1 agonist; B = GLP-1R agonist; C = PI5P4Ka inh; D = PLK1 PBD block; E = GLP1R cytotox; F = EPAC1 ag; G = EPAC1 antagonist; H = GLP-1R inv ag; I = IL-2 act
mol: COc1cc(C2c3[nH]c4ccccc4c3C[C@@H]3C(=O)N(Cc4ccco4)CC(=O)N23)cc(OC)c1OC (some centres not stated)
  A = -8% | B = 8% | C = -2 | D = 0% | E = 6% | F = 1% | G = -16% | H = -30% | I = -6.2
mol: CC1CCCC(NS(=O)(=O)c2ccc3c(c2)OCCO3)C1C (configuration not stated)
  A = i | B = 3% | C = 1 | D = 3% | E = -5% | F = -2% | G = -3% | H = u | I = -1.2
mol: COc1ccc(CCNC(=O)CSCc2ccc(Br)cc2)cc1OC
  A = -4% | B = 14% | C = 0 | D = -3% | E = -8% | F = 11% | G = 12% | H = -29% | I = 0.9
mol: NC(Cc1ccc(C(F)(F)F)cc1)c1csc(Nc2ccc(S(N)(=O)=O)cc2)n1 (configuration not stated)
  A = -30% | B = -3% | C = -1 | D = 3% | E = u | F = -12% | G = -1% | H = u | I = -0.5
mol: O=C(COC(=O)c1ccc(F)cc1F)Nc1ccc2c(c1)OCO2
  A = -24% | B = -1% | C = -15 | D = -9% | E = -13% | F = -11% | G = 14% | H = -3% | I = -1.0
mol: COc1ccc(C(=O)Cn2c(NCCO)nc3ccccc32)cc1
  A = i | B = 2% | C = 1 | D = -9% | E = -10% | F = 16% | G = 17% | H = -24% | I = -0.4
mol: Cc1ccc(C(=O)COc2ccc3c(C)cc(=O)oc3c2)cc1
  A = -2% | B = 17% | C = -2 | D = -1% | E = -6% | F = 4% | G = -1% | H = 15% | I = -0.3

Ordered by length of the SMILES (smallest number first): 8 of the compounds above.
Abbreviations – A = PTHR1 agonist; B = GLP-1R agonist; C = PI5P4Ka inh; D = PLK1 PBD block; E = GLP1R cytotox; F = EPAC1 ag; G = EPAC1 antagonist; H = GLP-1R inv ag; I = IL-2 act
mol: COc1ccc(CCNC(=O)CSCc2ccc(Br)cc2)cc1OC
  A = -4% | B = 14% | C = 0 | D = -3% | E = -8% | F = 11% | G = 12% | H = -29% | I = 0.9
mol: CC1CCCC(NS(=O)(=O)c2ccc3c(c2)OCCO3)C1C (configuration not stated)
  A = i | B = 3% | C = 1 | D = 3% | E = -5% | F = -2% | G = -3% | H = u | I = -1.2
mol: Cc1ccc(C(=O)COc2ccc3c(C)cc(=O)oc3c2)cc1
  A = -2% | B = 17% | C = -2 | D = -1% | E = -6% | F = 4% | G = -1% | H = 15% | I = -0.3
mol: O=C(COC(=O)c1ccc(F)cc1F)Nc1ccc2c(c1)OCO2
  A = -24% | B = -1% | C = -15 | D = -9% | E = -13% | F = -11% | G = 14% | H = -3% | I = -1.0
mol: NC(=O)NC(CC(=O)NNC(=O)c1ccccn1)c1ccc(Cl)cc1 (configuration not stated)
  A = i | B = 13% | C = 4 | D = 3% | E = -11% | F = -11% | G = -4% | H = -7% | I = 1.1
mol: COc1ccc(OC)c(/C=N/NC(=O)c2cc3c(OC)cccc3[nH]2)c1
  A = -24% | B = 12% | C = -1 | D = -2% | E = 2% | F = 11% | G = -14% | H = u | I = -2.3
mol: NC(Cc1ccc(C(F)(F)F)cc1)c1csc(Nc2ccc(S(N)(=O)=O)cc2)n1 (configuration not stated)
  A = -30% | B = -3% | C = -1 | D = 3% | E = u | F = -12% | G = -1% | H = u | I = -0.5
mol: COC(=O)[C@]12CCCCC=C1N(CCc1ccc(OC)c(OC)c1)C(=O)[C@H](CC(=O)N1CCCCC1)C2
  A = i | B = x | C = 5 | D = -4% | E = -27% | F = -2% | G = -7% | H = -22% | I = -0.5

Source: PubChem

The list is partial; the hit share may differ from the screen's.
